Screening data from PubChem BioAssay.
HTRA1 inhibitor: HTRA1 serine protease inhibitors, primary screen, biochemical, fluorescence polarization, HTS. Q92743. recombinant HTRA1, FP-rhodamine activity-based probe. inhibition, % at 5.96 µM. 0.5% of 340,000 active; in the data active means inhibition above about 36%;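 further: 0% = enzyme with DMSO and 100% = wells lacking enzyme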
Target sequence (Q92743 whole entry, looked up): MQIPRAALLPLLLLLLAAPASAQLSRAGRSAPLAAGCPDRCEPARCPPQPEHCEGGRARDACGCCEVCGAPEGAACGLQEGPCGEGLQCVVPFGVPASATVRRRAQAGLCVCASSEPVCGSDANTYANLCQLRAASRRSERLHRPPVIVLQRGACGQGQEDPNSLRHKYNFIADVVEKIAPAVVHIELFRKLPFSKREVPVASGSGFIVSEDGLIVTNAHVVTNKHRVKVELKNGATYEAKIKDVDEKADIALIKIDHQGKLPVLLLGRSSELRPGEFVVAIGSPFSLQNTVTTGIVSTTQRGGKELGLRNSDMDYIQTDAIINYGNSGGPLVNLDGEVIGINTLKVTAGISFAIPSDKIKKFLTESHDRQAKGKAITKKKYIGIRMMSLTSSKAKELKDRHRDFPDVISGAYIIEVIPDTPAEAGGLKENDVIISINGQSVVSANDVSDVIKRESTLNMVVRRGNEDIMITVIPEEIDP
PG9 binder: binders of HIV-1 gp120 antibody PG9, primary screen, biochemical, TR-FRET | AID 624416, 2012 | inhibition, % at 6.7 µM | TR-FRET gp120-PG9 antibody binding | 0.43% of 360,000 active | HIV-1 gp120 / PG9 antibody interaction; in the data active means inhibition above about 8.5%
TDP2 inh: human TDP2 enzyme inhibitors, primary screen, biochemical, epi absorbance, recombinant enzyme | T5PNP hydrolysis, p-nitrophenol absorbance 415 nm | Tyrosyl-DNA phosphodiesterase 2 (Homo sapiens), O95551 | AID 720702, 2013 | 0.34% of 370,000 active | inhibition, % at 12.8 µM;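 active means inhibition above the mean of all tested compounds plus 3 SD, set per campaign, cut at about 25% in these data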;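 further: 0% = DMSO with enzyme and 100% = buffer with substrate but no TDP2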
Target sequence (O95551 whole entry, looked up): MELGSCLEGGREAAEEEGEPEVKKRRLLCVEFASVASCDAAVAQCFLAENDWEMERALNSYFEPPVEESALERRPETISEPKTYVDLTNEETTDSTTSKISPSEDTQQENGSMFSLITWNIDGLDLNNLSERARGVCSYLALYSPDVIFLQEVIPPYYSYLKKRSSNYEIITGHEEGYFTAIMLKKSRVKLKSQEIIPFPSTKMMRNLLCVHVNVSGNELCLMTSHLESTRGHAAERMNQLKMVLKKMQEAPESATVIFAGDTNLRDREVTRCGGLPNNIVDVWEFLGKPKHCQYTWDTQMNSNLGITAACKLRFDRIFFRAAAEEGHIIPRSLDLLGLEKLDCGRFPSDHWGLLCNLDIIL
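Test system: Human TDP2 enzyme | Reagent: 5 mM T5PNP | Compound dosing: 12.8 µM single point, 1% DMSO | Incubation: Enzyme reaction with compound for 2 h at 37 °C | Technique: p-Nitrophenol epi absorbance | Read-out: % inhibition relative to enzyme-containing and enzyme-free wells | Benchmarks: High control without enzyme, low control DMSO plus TDP2 | Replicates: Singlicate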
PRMT1 inh: PRMT1 methyltransferase inhibitors, primary screen, biochemical, fluorescence polarization; AID 652257, 2013; 1.3% of 370,000 active; inhibition, % at 2.79 µM; Protein arginine N-methyltransferase 1 (Homo sapiens), Q99873; recombinant PRMT1, activity-based probe fluorescence polarization;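 active means inhibition above about 21% made by adding two undisclosed values, limit read from the data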
NR1D1 modulator: modulators of Rev-erb alpha DNA binding, primary screen, biochemical, FITC-DNA, fluorescence polarization, uHTS; Nuclear receptor subfamily 1 group D member 1 (Homo sapiens), P20393; Rev-erbα–FITC-DNA binding, 90 min; activity, % at 10 µM; 0.79% of 370,000 active; AID 1259318, 2017;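 active means activity above about 14%, limit read from the data; passing the limit was not always enough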;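 further: 0% = DMSO wells with 35 nM protein and 100% = DMSO wells with 750 nM protein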
TCR-CD3 inh: inhibitors of human TCR-CD3 interaction, primary screen, biochemical, fluorescence, TAMRA-labeled TCR probe. T-cell receptor (TCR). inhibition, % at 9.4 µM. 0.37% of 360,000 active; in the data active means inhibition above about 19%;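 further: recombinant mutant TCR 2C K166C tagged with TAMRA read by polarization; 0% = receptor in buffer alone and 100% = receptor with positive control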
SIAE primary: human SIAE inhibitors, primary screen, biochemical, fluorescence polarization, FP-Rh probe, 1536-well HTS. SIAE FP-Rh probe binding. inhibition, % at 9.66 µM. 0.69% of 370,000 active. AID 1053197, 2014;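 active means inhibition above a cutoff: mean of compounds within the control limits plus 3 SD of those, cut at about 17% in these data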;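 further: 0% = plate median of compound wells and 100% = probe without SIAE protein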
mABHD4 FP: ABHD4 inhibitors, primary screen, biochemical, fluorescence polarization, mouse. (Lyso)-N-acylphosphatidylethanolamine lipase (Mus musculus), Q8VD66. inhibition, % at 8.92 µM. purified mABHD4, FP-Rh probe fluorescence polarization. AID 720543, 2013. 0.54% of 370,000 active;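 active means inhibition exceeding the mean over every tested compound plus 3 SD, cut at about 30% in these data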;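 further: 0% = plate median of compound wells and 100% = S159A mutant with DMSO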
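Material: mouse ABHD4 enzyme, wild type; Benchmarks: S159A mutant high control, sample median low control; Buffer or medium: HEPES pH 7.0, NaCl, Pluronic buffer; Signal: fluorescence polarization; Read-out: percent inhibition of probe binding, normalized to plate controls; Timing: pre-incubation 45 min, probe exposure 60 min, at 25 °C; Dosing: 8.92 µM, single dose.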
LEDGF integ inh: blockers of LEDGF/p75-dependent integrase strand transfer – biochemical, TR-FRET, high throughput, primary screen; TR-FRET IN-LEDGF/p75 DNA integration, Eu/Cy5; inhibition, % at 3.7 µM; 0.64% of 370,000 active;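 active means inhibition above the screen-wide mean plus 3 SD, cut at about 13% in these data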;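 further: signal is the Cy5 over europium emission ratio at 671 and 618 nm; 0% = plate median of compound wells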
rCAG RNA binder: binders of r(CAG) RNA repeats, primary screen, biochemical, fluorescence; r(CAG) RNA repeat, TO-PRO-1 dye displacement fluorescence; inhibition, % at 3 µM; 1.3% of 370,000 active; AID 651821, 2012;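 active means inhibition above the plate cutoff, the mean of all test compounds on that plate plus 3 SD, cut at about 35% in these data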;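 further: 0% = DMSO alone and 100% = 100 µM mitoxantrone as full dye displacement; higher means more dye released from RNA so lower well fluorescence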
An asterisk follows results filed as active; / = no result given; & = joins results of further samples. Some of the compounds tested; rates above refer to the full screens.

SMILES	mABHD4 FP	PG9 binder	PRMT1 inh	SIAE primary	NR1D1 modulator	TCR-CD3 inh	HTRA1 inhibitor	TDP2 inh	LEDGF integ inh	rCAG RNA binder
COCCOC(=O)C1=C(C)NC(=O)NC1c1ccco1 (stereo not given)	3.4	-1.3	5.1	-3.0	-2.4	-2.6	/	10.1	-2.1	0.4
CN(C)CCN1C(=O)c2oc3ccc(F)cc3c(=O)c2C1c1ccncc1 (stereo not given)	9.1	-1.1	1.8	-2.8	-2.3	-9.1	-1.1	-5.4	-2.2	6.1
O=C(c1cccc(F)c1F)N(Cc1ccccn1)CC1CCCO1 (stereo not given)	-2.2	/	-0.9	-9.4	-2.3	/	/	-5.6	3.0	0.2
Cc1ccc(C(=O)CC2(O)C(=O)N(CN3CCOCC3)c3ccccc32)cc1 (stereo not given)	1.2	-2.6	0.5	-0.9	3.7	5.1	0.6	-6.3	0.9	4.7
C[C@@H]1C=CCCO[C@]12C(=O)N(CC1CC1)c1ccccc12	6.6	-1.0	1.2	2.5	0.6	4.0	/	-1.8	1.7	0.6
COc1ccccc1NS(=O)(=O)c1ccc(O)c(C(N)=O)c1	-7.0	1.8	-2.1	5.1	1.2	1.8	3.8	3.6	-2.0	-1.7
O=C(NC(=S)NCC1CCCO1)c1ccc(Br)o1 (stereo not given)	0.7	-1.4	-0.8	-2.3	3.0	4.5	9.6	4.6	0.0	-4.4
O=C(COc1ccc(Br)cc1)N1CCN(c2ncccn2)CC1	-3.8	-0.2	-2.4	1.8	0.6	-0.6	1.3	-9.7	4.5	-0.2
Cc1cc(C)cc(NC(=S)NC2CC3CCCC(C2)N3CC(C)C)c1 (stereo not given)	0.3	1.2	3.9	0.7	1.7	-6.0	-3.5	-7.0	0.3	-2.5
Cc1ccc(-n2c(SC/C=C/c3ccccc3)nnc2-c2ccco2)cc1	-10.7	/	-2.3	4.0	0.7	/	/	-2.9	1.5	-0.4
Cc1ccc(S(=O)(=O)N2C[C@H]3N(C(=O)OC(C)C)N(C(=O)OC(C)C)C[C@H](OC(=O)Nc4c(C)noc4C)[C@@]3(O)C2)cc1	-10.2	-0.5	6.5	2.2	-1.5	-6.3	6.6	-4.0	4.2	-0.1
S=C(NCCN1CCOCC1)Nc1ccccc1Cl	2.4	-2.4	-0.9	3.9	-4.1	9.3	4.2	10.9	-0.9	0.1
Cc1cc(NC(=O)c2cc3n(n2)C(C(F)(F)F)CC(c2ccco2)N3)no1 (stereo not given)	0.4	0.9	2.0	3.4	0.9	-5.9	-6.0	-9.7	4.4	3.6
CSc1ccccc1NC(=O)CN(C)Cc1c(O)ccc2ccccc12	-8.4	-0.8	38.8*	-8.2	-3.9	7.1	0.4	-18.6	5.9	3.2
Nc1nc(COc2ccc(F)cc2)nc(N2CCCCC2)n1	4.6	0.2	0.5	5.1	-4.2	0.2	0.2	-6.7	-0.9	-5.0
CCOc1ccc(S(=O)(=O)N(C)c2ccc(OCC(=O)Nc3nc4ccccc4s3)cc2)cc1	1.0	0.0	-2.4	-30.6	3.5	7.3	0.6	-5.0	-0.6	1.3
COc1ccc(CSc2nncn2N)cc1Br	9.5	2.3	-0.7	4.4	-7.3	-3.5	7.1	1.1	4.2	-1.7
CCN(c1ccccc1)c1nc(Cl)nc2c1cnn2C	-51.8	-2.1	2.0	0.6	0.8	-9.8	-2.6	5.7	-1.8	-1.4
Cc1[nH]nc(N=CC2=C(O)CC(c3ccco3)CC2=O)c1-c1ccccc1 (stereo not given)	3.6&-1.9	-0.5&1.0	2.5&2.6	4.5&0.1	-1.8&7.2	4.0&9.0	-3.5&-6.6	-3.8&-6.8	-1.0&0.7	2.2&4.2
C=CCN(c1ccccc1OC)S(=O)(=O)c1cccc(C(=O)OCC(=O)N2CC(C)OC(C)C2)c1 (stereo not given)	-7.6	0.8	1.1	0.8	1.2	-6.1	-5.0	-5.4	4.0	-1.4
CC(=O)c1ccccc1-c1csc2ncnc(Sc3nnnn3C)c12	0.3	-0.4	1.8	-3.3	0.1	-3.6	-2.9	0.9	0.0	4.5
CCCCCn1c(SCCOCC)nc2c1c(=O)[nH]c(=O)n2C	-2.1	-0.3	0.3	-4.2	-4.1	3.5	-2.2	1.7	2.5	-0.9
COc1ccc(Br)cc1CNC(=O)C1CCC(=O)N1C(C)C (stereo not given)	-3.4	-0.6	-1.8	4.5	-6.0	-1.7	-0.9	-0.6	9.1	2.7
O=C(c1nn2cccnc2c1Cl)N1CCN(c2ccccc2)CC1	15.6	0.1	0.1	-4.1	1.7	3.5	0.7	-3.1	-1.8	0.7
CCn1c(=O)n(CC)c2cc(N3CCCC3)c(NC(=O)c3cc(Br)ccc3OC)cc21	2.1	-1.8	-4.2	2.6	-2.7	0.5	/	-18.3	-0.7	4.2

In the list so far, 2 have two or more sulfur atoms.
SMILES	mABHD4 FP	PG9 binder	PRMT1 inh	SIAE primary	NR1D1 modulator	TCR-CD3 inh	HTRA1 inhibitor	TDP2 inh	LEDGF integ inh	rCAG RNA binder
CCOc1ccc(S(=O)(=O)N(C)c2ccc(OCC(=O)Nc3nc4ccccc4s3)cc2)cc1	1.0	0.0	-2.4	-30.6	3.5	7.3	0.6	-5.0	-0.6	1.3
CC(=O)c1ccccc1-c1csc2ncnc(Sc3nnnn3C)c12	0.3	-0.4	1.8	-3.3	0.1	-3.6	-2.9	0.9	0.0	4.5

Following part.
SMILES	mABHD4 FP	PG9 binder	PRMT1 inh	SIAE primary	NR1D1 modulator	TCR-CD3 inh	HTRA1 inhibitor	TDP2 inh	LEDGF integ inh	rCAG RNA binder
C=CCOc1cccn2c(N(C=O)Cc3ccccc3)c(CC)nc12	7.5	-0.8	0.9	-2.4	8.5	1.5	/	6.8	-3.1	2.4
CS(=O)(=O)N1CCC(C(=O)c2cccc(Cl)c2)CC1	-6.4	0.4	2.8	-2.9	-1.8	4.4	-3.0	9.9	-2.4	-2.3
CCOc1ccc(NC(=O)CSc2nnc(C)n2CCCOC)cc1	1.2	-0.2	-6.4	5.7	3.3	3.2	1.0	-2.2	-1.3	-7.5
Cc1cc(N2CCN(CC(O)C(F)(F)F)CC2)c2ccccc2n1 (stereo not given)	1.1	0.0	-8.8	6.4	-0.7	4.6	-2.1	16.7	2.8	-7.1
COc1ccc(C(=O)Nc2ccccc2C(=O)NCc2cccnc2)cc1	10.6	1.0	2.6	-4.4	0.5	-4.8	-2.8	0.5	-3.3	-5.9
CC(C)NC(=O)N(C)C[C@H]1Oc2ccc(NS(=O)(=O)c3cn(C)cn3)cc2C(=O)N([C@H](C)CO)C[C@@H]1C	4.7	0.1	1.2	2.6	-6.4	2.6	-1.7	6.9	0.6	-1.2
COc1ccc(C2/C=C\CN3CCC[C@H]3C(=O)N2Cc2ccc(F)cc2)cc1 (stereo not given in full)	0.3	0.3	-1.0	-2.0	3.0	2.2	-3.0	0.1	8.0	13.8
CC(=O)NCCc1ccc(C(=O)COC(=O)c2ccc(C)s2)cc1	1.9	1.5	0.7	-1.1	-3.2	4.5	-2.0	0.9	-1.5	-0.1
COc1ccc(C(N)c2csc(Nc3cc(Oc4ccccc4)ncn3)n2)cc1 (stereo not given)	26.7	-1.2	-2.3	4.3	-3.5	-1.9	/	-3.6	3.5	11.7
C[C@H]1[C@@H](N(C)C)CC[C@@]23CCCN2C(=O)CCC[C@@H]13	10.2	/	-2.3	3.4	-3.1	/	/	0.5	-0.5	/
CCc1ccc(Oc2nc([N+](=O)[O-])nn2C)cc1	-3.4	-0.8	0.9	1.7	-5.0	-5.9	1.7	0.5	-1.9	-3.5
CS(=O)(=O)N(Cc1ccco1)CC(O)Cn1cc(C=O)c2ccccc21 (stereo not given)	3.9	-0.7	1.2	-2.1	-0.4	-1.2	0.4	6.9	-1.9	3.8
COc1ccc(CNc2cc(NCCCO)c([N+](=O)[O-])c3nonc23)cc1	7.2	0.0	0.6	-7.0	2.1	4.4	-2.7	-9.3	1.1	3.9
CC1CC(OC(=O)C2CCN(S(=O)(=O)c3ccc(F)cc3)CC2)C(=O)O1 (stereo not given)	5.5	-1.5	-3.6	0.7	-1.0	3.3	-1.0	-15.8	-2.8	0.0
CCOC(=O)CSc1ccc2ccccc2n1	2.3	2.4	-5.5	-2.1	-0.9	2.2	-1.2	-7.3	3.9	-0.7
COc1ccc(C2C(C#N)=C(N)Oc3cc(O)ccc32)cc1Cl (stereo not given)	-2.6	-0.4	0.4	0.4	2.5	2.4	-12.4	-3.9	-3.6	8.6
O=S(=O)(Nc1ncnc2sc3c(c12)CCC3)c1ccc2ccccc2c1	-4.4	1.5	1.1	-3.2	-7.0	4.1	-13.6	13.3	-1.0	68.8*
CC1CCN(S(=O)(=O)c2ccc(S(=O)(=O)N3CCC4(CC3)OCCO4)cc2)CC1	1.8	2.0	1.4	-1.4	-5.0	4.8	-4.0	9.0	-2.2	-1.3
Cc1nn(CC(=O)NCc2ccccc2)c(C)c1[N+](=O)[O-]	-0.7	-0.7	0.3	0.2	-2.9	0.0	7.1	10.6	-4.9	-1.3
